Compound activity as filed in PubChem.
NALP1 yeast inh: NALP1 inflammasome inhibitors in reconstituted yeast, colorimetric, S. cerevisiae, triplicate retest; S. cerevisiae NALP1/ASC/caspase-1 growth, X-gal OD620, 72 h; inhibition, % at 10 µM; 280,000 tested, 0.61% active; AID 2071, 2009; in the data active means inhibition mostly above about 24%, no sharp cut-off; inactive means mostly below about 32%; further: some compounds called inactive have numbers as strong as hits
VIM-2 inhibitor: VIM-2 metallo-beta-lactamase inhibitors, primary screen, biochemical, epi-absorbance readout, Pseudomonas aeruginosa enzyme; AID 1527, 2009; purified VIM-2, nitrocefin hydrolysis, epi-absorbance fluorescence; inhibition, % at 5.6 µM; 290,000 tested, 0.89% active;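 active means inhibition above the mean of all tested compounds plus 3 SD, cutoff set per screening run, cut at about 7.5% in these data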;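 further: red hydrolysis product quenches plate fluorescence so inhibitors raise well fluorescence; 0% = enzyme with DMSO and 100% = DMSO without enzyme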
MEKK2wt PB1 HTS: modulators of MEK5 binding to wildtype MEKK2, primary screen, biochemical, multiplex bead flow cytometry, Alexa488-MEK5; Mitogen-activated protein kinase kinase kinase 2 (Homo sapiens), Q9Y2U5; AID 1531, 2009; binding response (% of control), % at 10 µM; Alexa488-MEK5 binding to MEKK2 WT; actives lie on both sides; 290,000 tested, 1.1% active; in the data active means binding response below about 67% or above about 130%
IMP-1 inhibitor: IMP-1 metallo-beta-lactamase inhibitors, primary screen, biochemical, epi-absorbance readout, Pseudomonas aeruginosa enzyme; metallo-beta-lactamase IMP-1 (Pseudomonas aeruginosa); inhibition, % at 5.6 µM; purified IMP-1, nitrocefin hydrolysis, epi-absorbance fluorescence; 290,000 tested, 0.45% active;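 active means inhibition above the mean plus 3 SD of all compounds in the same screening run, cut at about 4.5% in these data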;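 further: 0% = IMP-1 with DMSO and 100% = DMSO wells lacking enzyme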
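System: purified recombinant IMP-1 beta-lactamase. Medium: Zinc- and detergent-supplemented HEPES buffer, pH 7.1. Compound: one 5.6 µM dose […]. Schedule: 15 min preincubation plus 25 min reaction at 25 °C. Technique: Epi-absorbance fluorescence, 480 nm excitation, 530 nm emission.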
FID counter: compounds displacing fluorescent DNA intercalator, primary screen, artefact control for HCV NS3 helicase inhibitor project, biochemical, FID fluorescence | DNA fluorescent intercalator displacement | inhibition, % at 7.9 µM | 290,000 tested, 0.17% active | AID 1845, 2009; in the data active means inhibition above about 37%;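 further: 0% = vehicle and 100% = reference compound; higher means more ethidium bromide displaced from hairpin DNA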
MEKK2mut PB1 HTS: MEK5 binding signal on mutant MEKK2 PB1, primary screen, biochemical, multiplex bead flow cytometry, Alexa488-MEK5 | Alexa488-MEK5 binding to MEKK2 mutant | percent response, % at 10 µM | 290,000 tested, 0.35% active | AID 1530, 2009; in the data active means percent response above about 24%, passing the limit was not always enough; further: inactives centre near 1; some results filed as inactive read as strong as hits
NS3 helicase inh: inhibitors of HCV NS3 helicase, primary screen, biochemical, Cy5 molecular beacon fluorescence | Hepatitis C virus NS3 helicase | NS3 helicase DNA unwinding | inhibition, % at 10.9 µM | 290,000 tested, 0.56% active | AID 1800, 2009;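 active means inhibition above the mean of all tested compounds plus 3 SD, set per campaign, cut at about 35% in these data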;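 further: 0% = DMSO wells and 100% = thioflavine S control wells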
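System: Hepatitis C virus NS3 helicase domain fragment enzyme | Reagent: Annealed dual-labelled DNA beacon duplex, ATP-started | Compound dosing: 10.9 µM single point, 0.8% DMSO | Incubation: 1 h reaction at 25 °C, ATP-initiated | Technique: Cy5 fluorescence | Evaluation: Percent inhibition from t60/t0 fluorescence ratio | Benchmarks: Low DMSO, high thioflavine S at 110 µM | Replication: Singlicate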
SUMO HTRF inh: inhibitors of in vitro SUMOylation cascade, primary screen, biochemical, HTRF, uHTS; inhibition, % at 35 µM; HTRF SUMOylation assay, SAE1/SAE2 + UBC9; AID 2006, 2009; 290,000 tested, 0.36% active; SUMO-conjugating enzyme UBC9 (Homo sapiens), P63279; in the data active means inhibition above about 50%, passing the limit was not always enough; further: strong numbers were not always called active
Target sequence (P63279 whole entry, looked up): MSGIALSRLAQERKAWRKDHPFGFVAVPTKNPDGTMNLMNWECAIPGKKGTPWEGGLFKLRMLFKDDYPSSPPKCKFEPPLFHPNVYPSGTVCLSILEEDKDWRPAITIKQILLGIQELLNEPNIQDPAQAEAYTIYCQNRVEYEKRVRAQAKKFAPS
M18AAP inhibitor: PfM18AAP inhibitors, malaria aminopeptidase, primary screen, biochemical, QFRET, recombinant enzyme; H-Glu-NHMec fluorogenic cleavage; inhibition, % at 7.35 µM; 290,000 tested, 1.2% active; AID 1822, 2009;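 active means inhibition above the campaign mean inhibition over all tested compounds plus 3 SD, cut at about 28% in these data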;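 further: 0% = plate median of test compound wells and 100% = 2 mM ZnCl2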
An asterisk follows results filed as active.

CC(=O)Nc1cccc(NC(=O)Nc2cccc(F)c2)c1 was read as NALP1 yeast inh 0, VIM-2 inhibitor -1.3, MEKK2wt PB1 HTS 107, IMP-1 inhibitor -1.1, FID counter -4, MEKK2mut PB1 HTS 10, NS3 helicase inh -6, SUMO HTRF inh 2 and M18AAP inhibitor 1.
`COC(=O)c1cc2occc2n1Cc1nc(-c2ccccc2F)oc1C` gave NALP1 yeast inh 2, VIM-2 inhibitor -1.9, MEKK2wt PB1 HTS 111, IMP-1 inhibitor -3.1, FID counter -1, MEKK2mut PB1 HTS 16, NS3 helicase inh 9, SUMO HTRF inh 2 and M18AAP inhibitor 0.
CN(C)c1ccc(C(=O)c2ccccc2)cc1 was read as NALP1 yeast inh 21, VIM-2 inhibitor -1.9, MEKK2wt PB1 HTS 103, IMP-1 inhibitor 0.2, FID counter 0, MEKK2mut PB1 HTS -1, NS3 helicase inh 6, SUMO HTRF inh 11 and M18AAP inhibitor 9.
`COCCN1C(=O)C(=O)/C(=C(/O)c2ccc(S(=O)(=O)N3CCOCC3)cc2)C1c1ccc(O)c(OC)c1` (centres undefined) gave NALP1 yeast inh 12, VIM-2 inhibitor -0.9, MEKK2wt PB1 HTS 102, IMP-1 inhibitor -2.3, FID counter -22, MEKK2mut PB1 HTS -1, NS3 helicase inh 7, SUMO HTRF inh -1 and M18AAP inhibitor 15.
`CCN1CCN(S(=O)(=O)c2cccc(S(=O)(=O)N3CCOCC3)c2)CC1` gave NALP1 yeast inh 3, VIM-2 inhibitor -1.0, MEKK2wt PB1 HTS 99, IMP-1 inhibitor 0.9, FID counter 6, MEKK2mut PB1 HTS -8, NS3 helicase inh 2, SUMO HTRF inh -6 and M18AAP inhibitor -3.
`COc1ccccc1CC(NC(C)=O)C(=O)NC1CCN(C(=O)Nc2ccccc2F)CC1` (centres undefined) gave NALP1 yeast inh 3, VIM-2 inhibitor -2.4, MEKK2wt PB1 HTS 103, IMP-1 inhibitor -2.4, FID counter -16, MEKK2mut PB1 HTS 1, NS3 helicase inh 1, SUMO HTRF inh 5 and M18AAP inhibitor 5.
`CC(C)c1ccc(CNc2nc3nc4c(c(=O)n3[nH]2)CCC4)cc1` gave NALP1 yeast inh 26, VIM-2 inhibitor -1.8, MEKK2wt PB1 HTS 100, IMP-1 inhibitor -1.6, FID counter -11, MEKK2mut PB1 HTS -4, NS3 helicase inh 7, SUMO HTRF inh 9 and M18AAP inhibitor -1.
CCOC(=O)C(NCc1ccc2c(c1)OCO2)(NC(=O)CC)C(F)(F)F (centres undefined) was read as NALP1 yeast inh 18, VIM-2 inhibitor -1.3, MEKK2wt PB1 HTS 106, IMP-1 inhibitor -5.4, FID counter -2, MEKK2mut PB1 HTS 5, NS3 helicase inh 1, SUMO HTRF inh -1 and M18AAP inhibitor -4.
CC(=O)N(C)C(c1ccc(N(C)C)cc1)c1nnnn1-c1c(C)cccc1C (centres undefined) was read as NALP1 yeast inh 20, VIM-2 inhibitor 0.2, MEKK2wt PB1 HTS 92, IMP-1 inhibitor -2.6, FID counter -27, MEKK2mut PB1 HTS -5, NS3 helicase inh -11, SUMO HTRF inh -2 and M18AAP inhibitor 5.
Screening O=[N+]([O-])c1ccc(COc2cccc(CNc3ccc(F)cc3)c2)cc1 returned NALP1 yeast inh 32, VIM-2 inhibitor -1.7, MEKK2wt PB1 HTS 102, IMP-1 inhibitor 0.8, FID counter 10, MEKK2mut PB1 HTS -1, NS3 helicase inh 6, SUMO HTRF inh -18 and M18AAP inhibitor 3.
`COc1ccc(C2C(C(=O)Nc3ccc(F)cc3)=C(C)Nc3nc(CCCO)nn32)cc1` (centres undefined) gave NALP1 yeast inh -14, VIM-2 inhibitor -2.1, MEKK2wt PB1 HTS 102, IMP-1 inhibitor -3.8, FID counter -5, MEKK2mut PB1 HTS 2, NS3 helicase inh -3, SUMO HTRF inh -7 and M18AAP inhibitor 4.
For COc1ccc(NC(=S)N2CCN(Cc3ccccc3)CC2)c(OC)c1 the results were NALP1 yeast inh -6, VIM-2 inhibitor 0.4, MEKK2wt PB1 HTS 94, IMP-1 inhibitor -2.0, FID counter -11, MEKK2mut PB1 HTS -7, NS3 helicase inh -1, SUMO HTRF inh -1 and M18AAP inhibitor 5.
`COc1ccc(/C(N)=N/OC(=O)CSc2ccc(C)cc2)cc1OC` gave NALP1 yeast inh 6, VIM-2 inhibitor 0.2, MEKK2wt PB1 HTS 93, IMP-1 inhibitor -1.1, FID counter -5, MEKK2mut PB1 HTS -9, NS3 helicase inh 1, SUMO HTRF inh -20 and M18AAP inhibitor -2.
Screening CCCCn1c(SCC(=O)c2ccc3c(c2)NC(=O)CO3)nc2cc(S(N)(=O)=O)ccc21 returned NALP1 yeast inh 11, VIM-2 inhibitor -3.3, MEKK2wt PB1 HTS 79, IMP-1 inhibitor -3.9, FID counter -33, MEKK2mut PB1 HTS 3, NS3 helicase inh -6, SUMO HTRF inh -45 and M18AAP inhibitor 6.
CCOc1cc(NC(=S)NCC2CCCO2)c(OCC)cc1NC(=O)CC (centres undefined) was read as NALP1 yeast inh -6, VIM-2 inhibitor -0.5, MEKK2wt PB1 HTS 99, IMP-1 inhibitor -4.0, FID counter -9, MEKK2mut PB1 HTS 3, NS3 helicase inh -1, SUMO HTRF inh 10 and M18AAP inhibitor -8.
For CS(=O)(=O)NCCSCc1c(Cl)cccc1Cl the results were NALP1 yeast inh 17, VIM-2 inhibitor -0.6, MEKK2wt PB1 HTS 103, IMP-1 inhibitor -0.9, FID counter -2, MEKK2mut PB1 HTS 12, NS3 helicase inh 4, SUMO HTRF inh -4 and M18AAP inhibitor 4.
For CS(=O)(=O)c1cc([N+](=O)[O-])c(Sc2nc3ccccc3[nH]2)c([N+](=O)[O-])c1 the results were NALP1 yeast inh 6, VIM-2 inhibitor -6.2, MEKK2wt PB1 HTS 100, IMP-1 inhibitor -4.7, FID counter 4, MEKK2mut PB1 HTS 2, NS3 helicase inh -5, SUMO HTRF inh 16 and M18AAP inhibitor -97.
Screening CCCn1c(=NC(=O)c2c(-c3c(F)cccc3Cl)noc2C)c(C(=O)OCC)cc2c(=O)n3ccccc3nc21 returned NALP1 yeast inh 3, VIM-2 inhibitor -1.9, MEKK2wt PB1 HTS 103, IMP-1 inhibitor -4.1, FID counter 0, MEKK2mut PB1 HTS 9, NS3 helicase inh 2, SUMO HTRF inh 19 and M18AAP inhibitor 4.
`CC1CCCN(C(=O)Cn2c(-c3nonc3N)nc3ccccc32)C1` (centres undefined) gave NALP1 yeast inh -10, VIM-2 inhibitor -1.5, MEKK2wt PB1 HTS 99, IMP-1 inhibitor -1.1, FID counter -3, MEKK2mut PB1 HTS 2, NS3 helicase inh 1, SUMO HTRF inh 29 and M18AAP inhibitor 1.
For Cc1nc2ccccc2c(=O)n1NC(=O)c1ccc(F)cc1Cl the results were NALP1 yeast inh 13, VIM-2 inhibitor -2.0, MEKK2wt PB1 HTS 98, IMP-1 inhibitor 2.4, FID counter -1, MEKK2mut PB1 HTS 1, NS3 helicase inh -3, SUMO HTRF inh -25 and M18AAP inhibitor 4.
`O=C(CCn1cnc2ccccc2c1=O)Nc1nc(-c2ccc(Br)cc2)cs1` gave NALP1 yeast inh 22, VIM-2 inhibitor -2.4, MEKK2wt PB1 HTS 87, IMP-1 inhibitor -0.3, FID counter -3, MEKK2mut PB1 HTS 0, NS3 helicase inh -4, SUMO HTRF inh -6 and M18AAP inhibitor 2.
Screening CCc1ccc(NC(=O)CSc2nncn2-c2cccnc2)cc1 returned NALP1 yeast inh -3, VIM-2 inhibitor -4.0, MEKK2wt PB1 HTS 99, IMP-1 inhibitor -2.7, FID counter -13, MEKK2mut PB1 HTS -3, NS3 helicase inh 8, SUMO HTRF inh -2 and M18AAP inhibitor 6.
CCOc1ccc(/C=C2\CCc3ccccc3C2=O)cc1 was read as NALP1 yeast inh 23, VIM-2 inhibitor -0.4, MEKK2wt PB1 HTS 100, IMP-1 inhibitor -0.6, FID counter -9, MEKK2mut PB1 HTS -2, NS3 helicase inh 10, SUMO HTRF inh 12 and M18AAP inhibitor -4.
For c1ccc2cc(Sc3ncnc4c3oc3ccccc34)ccc2c1 the results were NALP1 yeast inh 10, VIM-2 inhibitor -1.6, MEKK2wt PB1 HTS 90, IMP-1 inhibitor -2.3, FID counter -3, MEKK2mut PB1 HTS -6, NS3 helicase inh 2, SUMO HTRF inh 26 and M18AAP inhibitor 0.
For CCCCSc1c(C)c2cc3c(cc2[nH]c1=O)OCO3 the results were NALP1 yeast inh 37, VIM-2 inhibitor 0.9, MEKK2wt PB1 HTS 100, IMP-1 inhibitor -5.0, FID counter -5, MEKK2mut PB1 HTS -1, NS3 helicase inh -1, SUMO HTRF inh -3 and M18AAP inhibitor 2.
`CC[C@H]1OC(=O)[C@H](C)[C@@H](O[C@H]2C[C@@](C)(OC)[C@@H](O)[C@H](C)O2)[C@H](C)[C@@H](O[C@@H]2O[C@H](C)C[C@H](N(C)C)[C@H]2O)[C@](C)(O)C[C@@H](C)C(=NOCOCCOC)[C@H](C)[C@@H](O)[C@]1(C)O` gave NALP1 yeast inh 21, VIM-2 inhibitor -2.1, MEKK2wt PB1 HTS 104, IMP-1 inhibitor -1.4, FID counter 19, MEKK2mut PB1 HTS 4, NS3 helicase inh -31, SUMO HTRF inh 1 and M18AAP inhibitor -1.
For COc1ccccc1-n1ccnc1SCC(=O)NCC1CCCO1 (centres undefined) the results were NALP1 yeast inh 0, VIM-2 inhibitor -2.6, MEKK2wt PB1 HTS 99, IMP-1 inhibitor -3.1, FID counter -10, MEKK2mut PB1 HTS 3, NS3 helicase inh -1, SUMO HTRF inh 3 and M18AAP inhibitor 3.
Screening COC(=O)c1ccc(NC(=O)c2sc3nc(-c4ccccc4)cn3c2C)cc1 returned NALP1 yeast inh 12, VIM-2 inhibitor -2.0, IMP-1 inhibitor -2.8, FID counter -3, NS3 helicase inh -1, SUMO HTRF inh 8 and M18AAP inhibitor -8.
Screening Cn1cccc1C(=O)OCC(=O)Nc1cc(C(C)(C)C)nn1-c1ccccc1 returned NALP1 yeast inh -13, VIM-2 inhibitor -1.2, MEKK2wt PB1 HTS 99, IMP-1 inhibitor -1.5, FID counter -27, MEKK2mut PB1 HTS 2, NS3 helicase inh 1, SUMO HTRF inh 14 and M18AAP inhibitor 0.
